NS3 helicase inh – blocks Hepatitis C virus NS3 helicase unwinding; NS3 helicase DNA unwinding, Cy5 molecular beacon fluorescence; hit rate 0.56% among 290,000; inhibition, % at 10.9 µM;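 active = inhibition above the mean of all tested compounds plus 3 SD, set per campaign, cut at about 35% in these data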;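 also: 0% = DMSO wells and 100% = thioflavine S control wells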
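Assay system – hepatitis C virus NS3 helicase domain fragment enzyme · Buffer or medium – MOPS pH 6.5, MgCl2, DTT, Tween20, BSA · Reagent – Cy5/quencher beacon DNA duplex and ATP to start · Compound – single 10.9 µM dose · Timing – 1 h at 25 °C · Technique – Cy5 beacon fluorescence read at start and 1 h · Measure – % inhibition of unwinding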
CRFR2-BP antag – antagonists of CRF-binding protein/CRF-R2 receptor complex; HEK293 CRF-R2/CRF-BP, CRF-induced calcium fluorescence; inhibition, % at 11.8 µM; hit rate 0.59% among 350,000;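 active = inhibition of the ligand-induced calcium signal above about 50% at the single tested concentration, limit read from the data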
IDE inh – inhibits human insulin-degrading enzyme in HEK cells | P14735 | FAbetaB cleavage, fluorescence polarization | inhibition, % at 5.59 µM | hit rate 0.41% among 320,000;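 active = percent inhibition above the average of all tested compounds plus 3 SD, set per screening campaign, cut at about 16% in these data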;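 also: IDE supplied by intact live HEK cells; FP after avidin binding of uncleaved biotin substrate so inhibition keeps polarization high; 0% = DMSO wells and 100% = 60 µM reference IDE inhibitor Ii1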
Target sequence (P14735 whole entry, looked up): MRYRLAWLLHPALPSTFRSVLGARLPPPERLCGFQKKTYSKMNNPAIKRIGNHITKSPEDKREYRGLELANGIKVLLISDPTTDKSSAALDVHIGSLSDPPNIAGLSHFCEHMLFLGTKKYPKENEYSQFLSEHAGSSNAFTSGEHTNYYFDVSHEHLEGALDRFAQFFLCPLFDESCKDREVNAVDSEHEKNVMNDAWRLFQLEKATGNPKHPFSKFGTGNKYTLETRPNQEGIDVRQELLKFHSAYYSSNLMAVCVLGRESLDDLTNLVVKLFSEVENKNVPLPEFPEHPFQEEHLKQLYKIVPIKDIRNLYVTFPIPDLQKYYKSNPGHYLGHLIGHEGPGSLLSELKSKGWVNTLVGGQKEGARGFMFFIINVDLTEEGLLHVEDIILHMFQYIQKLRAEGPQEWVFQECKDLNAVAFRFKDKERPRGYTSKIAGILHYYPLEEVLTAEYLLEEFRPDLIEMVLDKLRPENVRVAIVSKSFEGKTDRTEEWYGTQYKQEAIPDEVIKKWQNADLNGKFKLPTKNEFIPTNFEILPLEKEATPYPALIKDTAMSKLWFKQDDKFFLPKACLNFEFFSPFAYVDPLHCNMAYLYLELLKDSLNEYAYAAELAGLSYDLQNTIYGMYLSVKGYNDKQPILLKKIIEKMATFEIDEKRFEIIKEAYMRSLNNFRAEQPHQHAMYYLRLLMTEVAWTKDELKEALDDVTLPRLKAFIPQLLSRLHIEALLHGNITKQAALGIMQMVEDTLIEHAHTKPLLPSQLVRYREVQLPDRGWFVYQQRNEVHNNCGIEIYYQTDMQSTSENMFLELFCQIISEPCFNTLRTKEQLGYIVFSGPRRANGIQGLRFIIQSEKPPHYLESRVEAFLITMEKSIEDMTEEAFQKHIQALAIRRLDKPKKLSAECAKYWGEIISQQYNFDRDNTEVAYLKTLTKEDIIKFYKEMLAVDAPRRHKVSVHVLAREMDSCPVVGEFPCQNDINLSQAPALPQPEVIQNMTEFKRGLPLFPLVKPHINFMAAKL
SUMO HTRF inh – blocks human SUMOylation mediated by UBC9. hit rate 0.36% among 290,000. inhibition, % at 35 µM. HTRF SUMOylation assay, SAE1/SAE2 + UBC9, in vitro; in the data active = inhibition above about 50%, passing the limit was not always enough; also: strong numbers were not always called active
IMP-1 inhibitor – inhibitors of Pseudomonas aeruginosa IMP-1 metallo-beta-lactamase | purified IMP-1, nitrocefin hydrolysis, epi-absorbance fluorescence | inhibition, % at 5.6 µM | hit rate 0.45% among 290,000;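 active = inhibition above the mean plus 3 SD of all compounds in the same screening run, cut at about 4.5% in these data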;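 also: 0% = IMP-1 with DMSO and 100% = DMSO wells lacking enzyme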
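Assay system: purified IMP-1; Quantity: IMP-1 0.2 nM before substrate addition; Medium: HEPES buffer pH 7.1 with ZnSO4 and Brij 35; Incubation: 15 min enzyme–compound preincubation, then 25 min nitrocefin reaction, 25 °C; Signal: fluorescence quenching readout, ex 480/em 530 nm; Controls: DMSO with and without IMP-1; Repeats: singlicate testing.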
GalR3 antag – human GalR3 antagonism | O60755 | HEK293 GalR3-CNG cAMP membrane potential fluorescence; galR3 body fused to GalR1 C-terminus | inhibition, % at 3 µM | hit rate 0.44% among 360,000 | AID 651719;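 active = inhibition above the screen-wide average plus 3 SD, cut at about 13% in these data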;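 also: forskolin and galanin both at EC90 stimulate the cells; cAMP rise reported by CNG channel membrane potential dye signal; 0% = forskolin plus galanin with DMSO and 100% = forskolin alone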
pCIP destab – lowers stability of the mouse p/CIP coactivator protein; F442A p/CIP-EGFP cells, EGFP fluorescence, 16 h; hit rate 0.01% among 290,000; decrease of EGFP signal, % at 10 µM;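 active = EGFP signal decrease of at least 30% at 10 µM or well 3 SD below plate mean, unless failing retest; inactive = the rest, including hits failing retest or dose response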; also: some compounds called inactive have numbers as strong as hits; many of its hits are not listed in these tables
VIM-2 inhibitor – inhibitors of Pseudomonas aeruginosa VIM-2 metallo-beta-lactamase; purified VIM-2, nitrocefin hydrolysis, epi-absorbance fluorescence; inhibition, % at 5.6 µM; hit rate 0.89% among 290,000; AID 1527;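 active = inhibition above the mean of all tested compounds plus 3 SD, cutoff set per screening run, cut at about 7.5% in these data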;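 also: red hydrolysis product quenches plate fluorescence so inhibitors raise well fluorescence; 0% = enzyme with DMSO and 100% = DMSO without enzyme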
IDE cell activ – activators of human insulin-degrading enzyme in cells; activation, % at 5.96 µM; AID 493087; hit rate 0.073% among 340,000; HEK cells, FAbeta-B cleavage, fluorescence polarization; 0% vehicle, 100% cell-free pure enzyme wells;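 active = activation above the mean of all tested compounds plus 3 SD, set per screening campaign, cut at about 17% in these data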
* hit, by the source's call. Rows were taken by chance; overall some 3.2% were active at least once.

Screening Cc1cc(=O)[nH]c(N/N=C/c2cccc(Br)c2)n1 returned NS3 helicase inh 6, CRFR2-BP antag 3, IDE inh 0, SUMO HTRF inh 4, IMP-1 inhibitor -1.2, GalR3 antag 11, pCIP destab -10, VIM-2 inhibitor -1.3 and IDE cell activ -5.
Screening COc1ccc(NC(=O)CN(C)CC(=O)Nc2ccc(Cl)cc2[N+](=O)[O-])cc1 returned NS3 helicase inh 0, CRFR2-BP antag 26, IDE inh -6, SUMO HTRF inh -6, IMP-1 inhibitor -3.7, GalR3 antag 0, pCIP destab -4, VIM-2 inhibitor -4.3 and IDE cell activ 1.
`COc1cccc(NC(=O)CCC2CCN(Cc3nccs3)CC2)c1` gave NS3 helicase inh 7, CRFR2-BP antag -1, IDE inh 1, SUMO HTRF inh -6, IMP-1 inhibitor -3.2, GalR3 antag 1, pCIP destab -5, VIM-2 inhibitor -3.6 and IDE cell activ -2.
For Cc1csc(/N=C/c2ccc([N+](=O)[O-])cc2)n1 the results were NS3 helicase inh -2, CRFR2-BP antag 19, IDE inh -5, SUMO HTRF inh 3, IMP-1 inhibitor -3.4, GalR3 antag 1, pCIP destab 1, VIM-2 inhibitor -1.1 and IDE cell activ 10.
Screening NNC(=O)c1oc2nc(-c3ccccc3)cc(-c3ccccc3)c2c1N returned NS3 helicase inh 25, CRFR2-BP antag -4, IDE inh 1, SUMO HTRF inh 17, IMP-1 inhibitor -0.1, GalR3 antag -7, pCIP destab -20, VIM-2 inhibitor -5.3 and IDE cell activ 0.
Cn1c(=O)oc2cc(S(=O)(=O)Nc3cccc(F)c3)ccc21 was read as NS3 helicase inh 3, CRFR2-BP antag 5, IDE inh -1, SUMO HTRF inh -2, IMP-1 inhibitor -2.4, GalR3 antag 2, pCIP destab -15, VIM-2 inhibitor -0.4 and IDE cell activ 5.
`CCN(CC)CCCNCC(=O)Nc1ccc2c(c1)CCC2` gave NS3 helicase inh -1, CRFR2-BP antag 1, IDE inh 12, SUMO HTRF inh 7, IMP-1 inhibitor 0.8, GalR3 antag -9, pCIP destab -4, VIM-2 inhibitor -0.7 and IDE cell activ 1.
`CC(C)OC(=O)Cn1c(=O)oc2ccccc21` gave NS3 helicase inh -3, CRFR2-BP antag -17, IDE inh 0, SUMO HTRF inh 23, IMP-1 inhibitor -2.0, pCIP destab -5, VIM-2 inhibitor -2.5 and IDE cell activ -2.
CC(C)CNC(=S)N1CCC(C(=O)c2ccc3c(c2)OCCO3)CC1 was read as NS3 helicase inh 3, CRFR2-BP antag -13, IDE inh -2, SUMO HTRF inh 6, IMP-1 inhibitor -2.5, GalR3 antag -7, pCIP destab 8, VIM-2 inhibitor -1.0 and IDE cell activ 6.
Cc1nn(C)cc1C(C(=O)NC1CCCCC1)N(C(=O)Cc1cccs1)c1ccc(Cl)cc1 (stereo unspecified) was read as NS3 helicase inh 2, CRFR2-BP antag -56, IDE inh 2, SUMO HTRF inh 0, IMP-1 inhibitor -3.8, GalR3 antag 1, pCIP destab -1, VIM-2 inhibitor -2.8 and IDE cell activ 2.
For COC(=O)/C(C#N)=C/c1c(N2CCN(C)CC2)nc2ccccn2c1=O the results were NS3 helicase inh 14, CRFR2-BP antag -11, IDE inh 4, SUMO HTRF inh -9, IMP-1 inhibitor -1.9, GalR3 antag -2, pCIP destab -3, VIM-2 inhibitor 0.8 and IDE cell activ 3.
Screening CCc1ccc(-n2cnc3cc(C(=O)NCC(OC)OC)ccc32)cc1 returned NS3 helicase inh 6, CRFR2-BP antag -1, IDE inh 0, SUMO HTRF inh 14, IMP-1 inhibitor -3.7, GalR3 antag -13, pCIP destab -8, VIM-2 inhibitor -1.2 and IDE cell activ 3.
Screening CN1C(=S)SC(C)(C)C1(C)NO (stereo unspecified) returned NS3 helicase inh 8, CRFR2-BP antag 2, IDE inh 3, SUMO HTRF inh 2, IMP-1 inhibitor -2.0, GalR3 antag -6, pCIP destab -8, VIM-2 inhibitor 1.1 and IDE cell activ 1.
CCOC(CNC(=O)Cn1nc(C)c2ccccc21)OCC was read as NS3 helicase inh -6, CRFR2-BP antag -14, IDE inh -9, SUMO HTRF inh -11, IMP-1 inhibitor -2.6, GalR3 antag 5, pCIP destab 2, VIM-2 inhibitor -0.8 and IDE cell activ 3.
`COc1ccc(NC(=O)N2CCN(c3nc4ccccc4n3C(C)C)CC2)cc1` gave NS3 helicase inh 2, CRFR2-BP antag 7, IDE inh 7, SUMO HTRF inh 0, IMP-1 inhibitor -4.7, GalR3 antag -4, pCIP destab 5, VIM-2 inhibitor -2.2 and IDE cell activ -1.
Cc1onc(-c2ccccc2Cl)c1C(=O)NCc1ccc2c(c1)cc(C)n2C was read as CRFR2-BP antag 10, IDE inh 0, SUMO HTRF inh -31, pCIP destab -11 and IDE cell activ -5.
CCS(=O)(=O)c1nc(S(=O)(=O)c2ccc(C)cc2)c(NCCCN(C)C)s1 was read as NS3 helicase inh 2, CRFR2-BP antag 4, IDE inh 0, SUMO HTRF inh -5, IMP-1 inhibitor -3.2, GalR3 antag -1, pCIP destab 11, VIM-2 inhibitor -3.1 and IDE cell activ 6.
O=C(C[C@H]1C/C=C\CC[C@H](Cc2ccc(F)cc2)C(=O)O[C@@H](c2ccccc2)CNC1=O)N[C@@H](CO)Cc1ccccc1 was read as CRFR2-BP antag -11, IDE inh 0, GalR3 antag -5 and IDE cell activ 6.
`CC(C)c1ccc(S(=O)(=O)Nc2ccc(SC(F)F)cc2)cc1` gave NS3 helicase inh -13, CRFR2-BP antag -33, IDE inh -7, SUMO HTRF inh -22, IMP-1 inhibitor -3.2, GalR3 antag -4, pCIP destab -1, VIM-2 inhibitor -3.4 and IDE cell activ 4.
Screening O=C(Nc1cccc(Cl)c1N1CCOCC1)c1cc([N+](=O)[O-])ccc1N1CCOCC1 returned NS3 helicase inh -14, CRFR2-BP antag -8, IDE inh 2, SUMO HTRF inh 4, IMP-1 inhibitor -1.5, GalR3 antag -1, pCIP destab 2, VIM-2 inhibitor -0.3 and IDE cell activ -1.
Screening O=C(Nc1ccccc1-c1nnc(SCc2ccc(Cl)cc2)o1)c1ccccc1 returned NS3 helicase inh 2, CRFR2-BP antag -21, IDE inh -1, SUMO HTRF inh 0, IMP-1 inhibitor -2.4, GalR3 antag -2, pCIP destab 2, VIM-2 inhibitor -4.6 and IDE cell activ 1.
CC(=O)NCC(=O)OCC(=O)Nc1nc(-c2ccccc2)cs1 was read as NS3 helicase inh -6, CRFR2-BP antag 11, IDE inh 6, SUMO HTRF inh 5, IMP-1 inhibitor -3.8, GalR3 antag -3, pCIP destab 9, VIM-2 inhibitor -4.3 and IDE cell activ 4.
`CCN(CC)S(=O)(=O)c1ccc(O)c(NC(=O)CN2CCc3ccccc3C2)c1` gave NS3 helicase inh 11, CRFR2-BP antag 4, IDE inh 6, SUMO HTRF inh 6, IMP-1 inhibitor -2.2, GalR3 antag -6, pCIP destab -4, VIM-2 inhibitor -3.3 and IDE cell activ 2.
`COc1ccc(N=c2oc3ccccc3cc2C(=O)Nc2ccccn2)cc1OC` gave NS3 helicase inh 3, IDE inh 0, SUMO HTRF inh 2, IMP-1 inhibitor -3.9, pCIP destab -2 and VIM-2 inhibitor -1.4.
Cc1ccc(S(=O)(=O)N2CCCCC2)cc1NC(=O)COC(=O)c1ccccc1F was read as NS3 helicase inh -14, CRFR2-BP antag 2, IDE inh 2, SUMO HTRF inh -12, IMP-1 inhibitor 0.3, GalR3 antag -9, pCIP destab -7, VIM-2 inhibitor 0.0 and IDE cell activ -5.
Screening N#CCCn1cc(C(=O)Nc2ccccc2Br)c(-c2cccs2)n1 returned NS3 helicase inh 5, CRFR2-BP antag -5, IDE inh 0, SUMO HTRF inh -8, IMP-1 inhibitor -2.5, GalR3 antag -3, pCIP destab -1, VIM-2 inhibitor -3.0 and IDE cell activ -4.
For CCOc1ccc(S(=O)(=O)N(CC(=O)N2CCC(C(N)=O)CC2)c2ccc(F)cc2)cc1 the results were NS3 helicase inh 9, CRFR2-BP antag -4, IDE inh 5, SUMO HTRF inh 4, IMP-1 inhibitor -1.8, GalR3 antag -2, pCIP destab -17, VIM-2 inhibitor -1.5 and IDE cell activ 6.
CN(C)S(=O)(=O)N1CCC(n2nccc2NC(=O)CCCc2ccccc2)CC1 was read as NS3 helicase inh -4, CRFR2-BP antag -3, IDE inh 0, SUMO HTRF inh -6, IMP-1 inhibitor -2.8, GalR3 antag -8, pCIP destab 4, VIM-2 inhibitor -0.5 and IDE cell activ 7.
Screening CC1CCN(C(=O)c2cc(-c3ccc4c(c3)OCO4)on2)CC1 returned NS3 helicase inh -11, CRFR2-BP antag 7, IDE inh 5, SUMO HTRF inh -4, IMP-1 inhibitor -4.6, GalR3 antag -10, pCIP destab -12, VIM-2 inhibitor -2.3 and IDE cell activ 0.
`CC(=O)c1cccc(NC(=O)c2cccc(S(=O)(=O)N(C)C)c2)c1` gave NS3 helicase inh 1, CRFR2-BP antag 11, IDE inh -3, SUMO HTRF inh -9, IMP-1 inhibitor -2.6, GalR3 antag 1, pCIP destab 9, VIM-2 inhibitor -0.4 and IDE cell activ 5.
For COc1ccc(-c2oc3ncn4nc(COc5ccccc5)nc4c3c2-c2ccc(OC)cc2)cc1 the results were NS3 helicase inh 8, CRFR2-BP antag -17, IDE inh 3, SUMO HTRF inh 3, IMP-1 inhibitor -2.6, GalR3 antag -5, pCIP destab -7, VIM-2 inhibitor -1.3 and IDE cell activ 6.
For CCCn1cnc2cc(NCc3cccs3)ccc21 the results were NS3 helicase inh -3, CRFR2-BP antag 2, IDE inh 0, SUMO HTRF inh -2, IMP-1 inhibitor -3.3, GalR3 antag -2, pCIP destab 2, VIM-2 inhibitor 0.7 and IDE cell activ 3.
`CCCCC(C(=O)NC1CCCC1)N(C(=O)c1snc(C(N)=O)c1N)c1ccc(C)cc1` (stereo unspecified) gave NS3 helicase inh -19, CRFR2-BP antag -9, IDE inh -4, SUMO HTRF inh -9, IMP-1 inhibitor -2.7, GalR3 antag -11, pCIP destab -23, VIM-2 inhibitor -0.3 and IDE cell activ 5.
For COc1cccc(Nc2ncnc3onc(-c4ccccc4OC)c23)c1 the results were NS3 helicase inh 19, CRFR2-BP antag 4, IDE inh -5, SUMO HTRF inh 16, IMP-1 inhibitor -2.1, GalR3 antag -3, pCIP destab -2, VIM-2 inhibitor -3.0 and IDE cell activ 5.
Screening CCOC(=O)c1nc(C)n(-c2ccc([N+](=O)[O-])cc2)n1 returned NS3 helicase inh 3, CRFR2-BP antag 50, IDE inh -1, SUMO HTRF inh 14, IMP-1 inhibitor -2.0, GalR3 antag 1, pCIP destab -4, VIM-2 inhibitor -2.2 and IDE cell activ -2.
